NALP3 yeast inh: NALP3 inflammasome inhibitors in reconstituted yeast, primary screen, luminescence, uHTS; AID 2825, 2010; Yeast reconstituted NLRP3/ASC/caspase-1, beta-gal luminescence, 24 h; 0.39% of 330,000 active; inhibition, % at 10 µM;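 active = inhibition of 50% or more; inactive = inhibition below 50%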;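 note: plate controls were induced DMSO wells for no effect and uninduced yeast grown without galactose for full effect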
tim23-1 inh: growth inhibitors of tim23-1 mutant yeast, primary screen, luminescence, uHTS; S. cerevisiae tim23-1 growth, BacTiter-Glo luminescence, 24 h; 1.3% of 330,000 active; AID 463212, 2010; inhibition, % at 20 µM;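 active = growth inhibition of the mutant yeast at or above 50%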;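 note: temperature-sensitive mutant grown at 25 °C; plate controls were DMSO-treated mutant yeast for no effect and medium wells lacking yeast for full effect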
Mdm2-MdmX inh: inhibitors of human Mdm2-MdmX association, primary screen, cell-based, luminescence, split luciferase, SaOS-2, uHTS. Protein Mdm4 (Homo sapiens) + E3 ubiquitin-protein ligase Mdm2 (Homo sapiens), …. SaOS-2 split-luciferase Mdm2/MdmX complementation. inhibition, % at 8 µM. 3% of 330,000 active;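 active = inhibition of at least 50% at 8 µM in the primary screen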
XBP1 UPR activ: activators of adaptive XBP1 UPR arm, primary screen, cell-based, CHO-XBP1 luciferase reporter, luminescence, uHTS; IRE1-XBP1 UPR activation; percent of tunicamycin response, DMSO as zero; activation, % at 20 µM; 0.33% of 330,000 active;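 active = versus positive control, 20 µM dose yields 30% or more activation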;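 note: 100% = tunicamycin at 10 µg/mL and 0% = DMSO only wells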
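Test system: CHO-XBP1 luciferase reporter cells | Buffer or medium: Serum-containing F12 medium, 10% FBS | Schedule: 6 h compound exposure at 37 °C, 5% CO2 | Detection: Steady-Glo luciferase glow luminescence, 10 min after reagent addition | Read-out basis: Activation, % of tunicamycin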
UPR CHOP act: activators of apoptotic CHOP UPR arm, primary screen, cell-based, CHO-CHOP luciferase reporter, luminescence, uHTS; 0.34% of 330,000 active; UPR activation; percent of tunicamycin response over DMSO baseline; activation, % at 10 µM; AID 449763, 2010;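 active = at 10 µM dose, activation of 40% or more, normalized to positive control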;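 note: 100% = tunicamycin at 10 µg/mL and 0% = DMSO alone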
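Assay system: CHO-CHOP cells, stable luciferase reporter of PERK-eIF2a-CHOP signalling / Buffer or medium: F12 plus 10% serum / Compound dosing: one dose, 10 µM in 0.5% DMSO / Times: 6 h compound treatment, 37 °C / Technique: luciferase luminescence / Read-out: % reporter activation, DMSO baseline versus tunicamycin full activation / Benchmarks: tunicamycin and DMSO controls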
TIM10 inh: growth inhibitors of isogenic TIM10 control yeast, primary screen, counter-screen for tim10-1 yeast inhibitor project, luminescence, uHTS. S. cerevisiae TIM10 strain growth, BacTiter-Glo luminescence, 24 h. inhibition, % at 10 µM. 1.4% of 330,000 active. AID 463195, 2010;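 active = inhibition of 40% or more at the single tested concentration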;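 note: wild-type TIM10 isogenic control strain grown at permissive 25 °C; 0% = DMSO yeast wells and 100% = minimal medium wells without yeast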
GRIN3A LBD mod: binders of NR3A ligand-binding domain, primary screen, biophysical, differential scanning fluorimetry, uHTS; AID 1259313, 2017; Glutamate receptor ionotropic, NMDA 3A (GRIN3A) ligand-binding domain; NR3A LBD differential scanning fluorimetry, Tm shift; 0% = protein alone, 100% = glycine-bound protein; 2.5% of 340,000 active; Tm shift relative to glycine control, % at 25 µM;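 active = melting temperature shift of at least 10% of the positive control shift, at one fixed dose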
tim10-1 inh: growth inhibitors of tim10-1 mutant yeast, primary screen, luminescence, uHTS. S. cerevisiae tim10-1 ts strain growth, BacTiter-Glo, 24 h. inhibition, % at 20 µM. 2.2% of 330,000 active;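 active = inhibition of at least 40%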;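 note: mutant grown at 25 °C; 0% = DMSO wells with yeast and 100% = wells holding no yeast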
APJ ag: agonists of human apelin receptor APJ, primary screen, CHO-K1 cells, PathHunter beta-arrestin, luminescence | P35414 | 0% DMSO wells, 100% apelin | activation, % at 20 µM | 0.11% of 330,000 active | AID 2520, 2010;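 active = activation more than six SD over the plate average, tested at 20 µM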;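 note: 0% = DMSO alone and 100% = apelin-13 at 10 nM; some results filed as inactive read as strong as hits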
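Test system – PathHunter CHO-K1 APJ (AGTRL-1) beta-arrestin reporter cells · Input – 1000 cells/well · Compound – single test compound dose, 20 µM final, 1% DMSO · Times – compound stimulation 90 min at 25 °C, detection 60 min · Technique – beta-gal luminescence · Read-out basis – APJ–arrestin association signal · Control set – negative DMSO alone, positive Apelin-13 at 10 nM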
Numbers without * were called inactive; . = not tested or not shown.

Below each SMILES: NALP3 yeast inh	tim23-1 inh	Mdm2-MdmX inh	XBP1 UPR activ	UPR CHOP act	TIM10 inh	GRIN3A LBD mod	tim10-1 inh	APJ ag
COc1ccc(C(=O)OCC(=O)Nc2ccc(N3CCOCC3)cc2)cc1
  21	3	19	1	-1.5	2	1	6	-5
CCCNc1nc(C)cc(-c2cc(-c3ccc(Cl)cc3)on2)n1
  18	11	20	5	1.5	4	6	1	0
CCOC(=O)C1Oc2ccccc2C(c2ccc(C)cc2)=C1C(=O)OC (stereo not given)
  .	37	3	-4	-0.3	-9	-2	8	.
COC(=O)CSc1nc(N)c2c3c(sc2n1)C(c1ccccc1)SC(c1ccccc1)C3 (stereo not given)
  9	25	35	38*	-7.1	37	-16	31	5
O=C(NNc1ncccc1-n1cccc1)c1ccc(Cl)cc1
  24	16	-22	-2	1.7	4	1	-2	-3
O=C(CCCN1C(=O)c2ccccc2C1=O)Nc1nnc(C2CC2)s1
  17	-6	2	-1	0.4	3	1	2	0
CCOC(=O)c1nnn(-c2nonc2N)c1-c1ccc(OCC)cc1
  14	27	-18	-2	-3.4	12	6	22	1
Cc1ccc2nc(-c3cccnc3)cc(C(=O)Nc3ccc(F)cc3C)c2c1
  7	11	20	-2	-0.6	-2	-2	21	3
CCC(=O)Nc1ccc(N2CCCCC2)cc1
  7	20	26	0	0.8	10	2	6	-6
Cc1cccc(NC(=O)C2CCN(S(=O)(=O)c3ccc4ccccc4c3)CC2)n1
  16	-3	14	-3	-1.1	11	-1	-4	-5
CC(Oc1cc2oc(=O)c3c(c2cc1Cl)CCC3)C(=O)NC1CC(C)(C)NC(C)(C)C1 (stereo not given)
  0	11	8	-4	1.8	5	0	14	-5
COc1ccccc1C(=O)NNC1=NS(=O)(=O)c2ccccc21
  17	6	12	-2	0.0	-7	2	-5	-1
CCc1ccc(C(=O)Nc2ccc(S(=O)(=O)Nc3nc(C)cc(C)n3)cc2)o1
  6	-1	20	-5	-3.7	-18	-6	-7	-1
O=C(c1c(F)cccc1F)N1CCC(n2nnc3cc(C(F)(F)F)ccc32)CC1
  7	-4	14	-1	1.3	28	0	32	0
O=S(=O)(c1ccc2c(c1)OCCO2)N1CCN(Cc2ccccc2)CC1
  17	49	26	-1	-2.9	43*	-1	26	-6
COc1ccc(S(=O)(=O)N(CC(=O)NCc2ccncc2)Cc2ccccc2)cc1
  13	3	1	-3	-0.7	3	1	-5	0
O=C(c1cccc(F)c1)N1CCc2ccccc21
  -13	-1	22	-1	-0.6	-2	-1	2	3
CC1=C(C)CS(=O)N(c2ccc(S(N)(=O)=O)cc2)C1 (stereo not given)
  -11	23	15	-3	14	27	1	31	10
O=C(Oc1cccc([N+](=O)[O-])c1)c1ccc2c(=O)n3c(nc2c1)CCC3
  -1	17	19	12	0.4	23	2	23	-2
O=C(Nc1cc2c(cc1Cl)OCCCO2)c1ccc(F)cc1
  24	21	-72	0	5.5	4	-4	-3	-2
Cc1ccc(N2CCN(C(=O)c3cc(COc4c(C)cccc4C)on3)CC2)c(C)c1
  5	19	23	-4	-0.8	13	4	19	4
Cc1cc(C)c(C#N)c(Oc2ccccc2Br)n1
  -7	-44	25	0	1.6	-35	-2	-18	-1
CCC(=O)Nc1ccccc1C(=O)OCC(=O)c1ccc2ccccc2c1
  22	-11	-12	4	3.0	-12	-5	26	-2
COc1ccc(NC(=O)Cn2ccc3c(OC)cccc3c2=O)cc1
  7	1	-5	4	1.4	-17	0	-31	3
COc1ccc(CN(C#N)c2nc(SC)nc(N(C)C)n2)cc1
  2	44	33	4	-0.8	15	0	28	0

Just TIM10 inh, tim23-1 inh and XBP1 UPR activ, for some of the entries so far:
mol	TIM10 inh	tim23-1 inh	XBP1 UPR activ
Cc1ccc2nc(-c3cccnc3)cc(C(=O)Nc3ccc(F)cc3C)c2c1	-2	11	-2
CCC(=O)Nc1ccc(N2CCCCC2)cc1	10	20	0
Cc1cccc(NC(=O)C2CCN(S(=O)(=O)c3ccc4ccccc4c3)CC2)n1	11	-3	-3
CC(Oc1cc2oc(=O)c3c(c2cc1Cl)CCC3)C(=O)NC1CC(C)(C)NC(C)(C)C1 (stereo not given)	5	11	-4
COc1ccccc1C(=O)NNC1=NS(=O)(=O)c2ccccc21	-7	6	-2
CCc1ccc(C(=O)Nc2ccc(S(=O)(=O)Nc3nc(C)cc(C)n3)cc2)o1	-18	-1	-5

Looked up one by one from the list above:
Below each SMILES: NALP3 yeast inh	tim23-1 inh	Mdm2-MdmX inh	XBP1 UPR activ	UPR CHOP act	TIM10 inh	GRIN3A LBD mod	tim10-1 inh	APJ ag
Cc1cc(C)c(C#N)c(Oc2ccccc2Br)n1
  -7	-44	25	0	1.6	-35	-2	-18	-1
Cc1ccc(N2CCN(C(=O)c3cc(COc4c(C)cccc4C)on3)CC2)c(C)c1
  5	19	23	-4	-0.8	13	4	19	4

Random draw from the library; any-hit rate near 8.2%.
